# Myeloid diff MLP – myeloid differentiation induction | ER-HoxA9 myeloid progenitors, lysozyme-GFP differentiation, flow cytometry | AID 624256 | calls only at 10 µM | 360,000 compounds, 1% hits;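 active = normalized GFP-positive differentiation at or above the plate's own cutoff, the solvent-only control mean plus 3 SD; inconclusive = no clear call, values can overlap the other calls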;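 also: cells exposed to compound for four days before flow analysis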
# PhoP inhibition – inhibitors of PhoP regulon expression, primary screen, Salmonella Typhimurium, GFP reporter (AID 1863); S. Typhimurium PhoP-regulated promoter GFP reporter, 4 h; higher % means a stronger effect; one-dose inhibition, % at 50 µM; IC50 in µM for titrated hits; 300,000 compounds, 0.16% hits;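 active = inhibition over 29.93%, a cutoff 3 SD above the screen mean, later confirmed by dose response; inconclusive = inhibition over 29.93% but no dose response follow-up; inactive = inhibition at most 29.93% or unconfirmed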;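 also: 0% = low Mg2+ inducing control and 100% = high Mg2+ repressing control; strong numbers were not always called active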
# KOR beta-arrestin-1 – kappa opioid receptor activators – cell-based, luminescence, uHTS, primary screen (AID 1777); KOR beta-arrestin recruitment, luminescence; higher % means a stronger effect; one-dose activation, % at 10 µM; EC50 in µM for titrated hits; 280,000 compounds, 0.02% hits; in the data active = activation above about 50%, passing the limit was not always enough; also: a part of the inactive calls stands beside numbers as strong as those of hits
# HIV peptide binding – cell-free HIV fusion peptide-binding blockers – biochemical, uHTS, fluorescence dequenching, primary screen (AID 1986); cell-free peptide binding, fluorescence dequenching, 30 min; higher % means a stronger effect; one-dose inhibition, % at 20 µM; IC50 in µM for titrated hits; 290,000 compounds, 0.3% hits; in the data active = inhibition mostly above about 52%, no sharp cut-off; inactive = mostly below about 76%; also: some results filed as inactive read as strong as hits
# Siah-1 displacement – Siah-1 peptide-binding antagonists, primary screen, biochemical, fluorescence polarization, rhodamine-plectin, uHTS (AID 1817); 290,000 compounds, 0.02% hits; one-dose displacement, % at 20 µM; IC50 in µM for titrated hits; Siah-1 / rhodamine-plectin peptide fluorescence polarization; higher % means a stronger effect;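 active = displacement of at least 50% at 20 µM, with a fluorescence ratio check between 0.3 and a set limit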;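 also: plate controls were Siah plus tracer with DMSO for no effect and tracer alone without Siah for full effect; strong numbers were not always called active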
# LYP phosphatase – PTPN22 lymphoid phosphatase activity blockers – biochemical, fluorescence intensity, uHTS (AID 1779). inhibition, % at 11.5 µM, or IC50 in µM where a hit was titrated. recombinant LYP phosphatase, fluorescence intensity; higher % means a stronger effect. 290,000 compounds, 0.054% hits;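 also: plate controls were vehicle with enzyme for no effect and no enzyme for full effect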
# KOR beta-arrestin-2 – KOR antagonists, beta-arrestin recruitment, cell-based, luminescence, uHTS (AID 1778). KOR beta-arrestin recruitment, luminescence, antagonist mode; higher % means a stronger effect. one-dose inhibition, % at 10 µM; IC50 in µM for titrated hits. 290,000 compounds, 0.091% hits; also: strong numbers were not always called active
# NOD1 inhibition – inhibition of NOD1-driven NF-kB reporter – cell-based, luminescence, uHTS, primary screen (AID 1578). NOD1-driven NF-kB luciferase reporter cells, luminescence; higher % means a stronger effect. one-dose inhibition, % at 4 µM; EC50 in µM for titrated hits. 290,000 compounds, 1% hits; in the data active = inhibition mostly above about 36%, no sharp cut-off; inactive = mostly below about 34%;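 also: HEK-293T reporter cells stimulated with the NOD1 agonist gamma-tri-DAP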
# NOD2 inhibition – NOD2 signaling inhibitors, cell-based, luminescence, uHTS, HEK293 (AID 1566). HEK293 NOD2/NF-kB luciferase reporter, luminescence; higher % means a stronger effect. inhibition, % at 4 µM; hits with a dose series show EC50 in µM. 290,000 compounds, 0.63% hits; also: many of its hits are not listed in these tables
# Myeloid diff MLP GFP+ MAC1+ % – recorded beside Myeloid diff MLP, whose call it bears; GFP+ MAC1+ double positive, %; measured here: differentiation confirmed by MAC1 staining
# * marks the source's active call; other numbers are inactive results; i = inactive; ? = inconclusive; . = not tested or not shown; [ ] = another dose, or the depositor's remark. Rule as the data show it, unless noted: active = inhibition above about 50%; inactive = the rest. A portion of the library; the hit share may differ from the screen's.
cpd	Molecule	HIV peptide binding	NOD1 inhibition	Myeloid diff MLP	NOD2 inhibition	LYP phosphatase	Siah-1 displacement	KOR beta-arrestin-1	Myeloid diff MLP GFP+ MAC1+ %	KOR beta-arrestin-2	PhoP inhibition
1	Cc1ccc(/C=N/NC(=O)CNC(=O)COc2ccccc2)o1	2.7%	-2%	i	11%	-3%	5%	-3.0%	0.2	-4%	5%
2	CC(C)(C)NC(=O)CN1CCC(O)(c2ccccc2)CC1	0.5%	6%	i	6%	-8%	0%	0.2%	7.1	13%	9%
3	CSc1ccccc1NC(=S)N/N=C/c1cccn1Cc1ccc(F)cc1	1.0%	4%	i	6%	-1%	-14%	-4.3%	0.5	-10%	-4%
4	COc1ccccc1N1CCN(c2nc3ccccc3nc2C(C#N)C(=O)OC(C)C)CC1 (stereo not given)	0.3%	-32%	i	-26%	13%	4%	-1.4%	0.8	29%	1%
5	CN(C(=O)CSc1nnc(-c2ccco2)n1N)C1CCCCC1	-0.6%	-21%	i	11%	-1%	-3%	-4.3%	0.4	11%	0%
6	O=c1c2cnn(-c3ccc(F)cc3)c2ncn1Cc1cccnc1	-0.7%	18%	i	12%	-11%	0%	-1.5%	0.9	10%	-4%
7	O=C(CN(C(=O)CNS(=O)(=O)c1ccc(F)cc1)c1ccccc1F)NCc1ccco1	-0.1%	-3%	i	0%	-3%	1%	-0.8%	0.1	-23%	-5%
8	C1CCC(n2nnnc2CN2CCCC2)CC1	0.1%	20%	i	8%	-8%	-2%	-1.0%	0.7	-5%	28%
9	O=C(CCN1C(=O)/C(=C/c2ccccc2)SC1=S)NCCc1ccc(O)cc1	-1.0%	41%	?	15%	-12%	0%	2.1%	.	-6%	5%
10	CC(=O)O/N=C(/C)c1ncc(C(F)(F)F)cc1N1CCOCC1	26%	-8%	i	13%	-9%	3%	-3.5%	1.7	14%	-6%
11	CC(=O)c1cccc(NC(=O)N2CCCC(C(=O)c3cc(F)ccc3F)C2)c1 (stereo not given)	-1.0%	-29%	i	19%	-10%	-2%	-3.9%	0.3	1%	.
12	COc1cccc(C(=O)NC2CCN(CC(=O)Nc3c(C)cc(C)cc3C)CC2)c1	-1.2%	-12%	.	-2%	-5%	6%	.	.	-27%[20 µM]	-1%
13	COc1ccc2c(c1)-c1nc(NC(=O)c3ccco3)sc1CC2	-3.1%	-35%	i	-46%	-4%	9%	0.7%	0.4	20%	4%
14	CCC(=O)N1CCc2cc(S(=O)(=O)NC(C(=O)NCc3ccccc3)C(C)C)ccc21 (stereo not given)	27%	-18%	i	-9%	4%	1%	3.1%	0.8	-5%	12%
15	O=C1C2C(C(=O)N1/N=C/c1ccc(N3CCCCC3)o1)C1C=CC2C12CC2 (stereo not given)	-0.1%	-2%	i	32%	1%	-3%	-7.0%	2.3	-19%	-9%
16	O=C(Cn1cnc([N+](=O)[O-])n1)NCCO	1.0%	-11%	i	-7%	-8%	3%	-4.3%	0.5	9%	-9%
17	C=C(C)Cn1c(NCCOC)nc2c1c(=O)[nH]c(=O)n2C	3.5%	-2%	i	11%	-2%	2%	2.3%	0.5	5%	-7%
18	Cc1nc2ccc(S(=O)(=O)NCC(=O)N3CCCCC3)cc2s1	1.9%	-13%	i	12%	0%	2%	-1.3%	0.9	22%	-7%
19	CCOc1ccc(NC(=S)NN2C(C)CCCC2C)cc1 (stereo not given)	0.0%	-37%	i	-8%	-9%	1%	4.2%	0.9	-9%	-11%
20	CCC/C=N/NC(=O)C1COc2ccccc2O1 (stereo not given)	-1.3%	-27%	i	6%	0%	1%	-2.4%	0.4	0%	6%
21	O=c1[nH]nc(-c2ccc(NCCO)c([N+](=O)[O-])c2)c2ccccc12	-2.0%	10%	i	7%	-2%	4%	-2.2%	0.5	22%	5%
22	COc1ccc(CNCc2cc(C)c(OC)cc2C)c(OC)c1	-0.5%	8%	i	7%	-6%	3%	-1.9%	0.2	-20%[20 µM]	0%
23	COc1ccc2c(C)c(C(=O)O)oc2c1	11%	3%	i	5%	-4%	-3%	-4.0%	1.4	-28%	-23%
24	O=C(CN(Cc1ccc2c(c1)OCO2)C(=O)CNC(=O)c1ccco1)NC1CCCCC1	-1.1%	-2%	i	0%	-8%	1%	-5.6%	0.7	5%	9%
25	COc1cccc(-n2nnnc2SCC(=O)Nc2ccccc2OC)c1	2.0%	-20%	i	7%	-7%	0%	-3.3%	0.5	-13%[20 µM]	0%
26	O=C(Nc1ccc(N2CCCC2)c(Cl)c1)c1cccs1	-2.4%	-37%	i	-198%	-7%	-5%	-2.0%	0.1	-29%[20 µM]	1%
27	COc1ccc(S(=O)(=O)N2CCCC2)cc1NC(=O)c1ccccc1F	0.1%	-10%	i	11%	-7%	2%	1.0%	1.0	5%	-1%
28	CCOc1ccccc1-n1cnc2cc(C(=O)NCc3ccco3)ccc21	7.5%	1%	i	-10%	2%	4%	0.4%	1.1	3%	10%
29	CC(/C=N/NC(=O)c1cccnc1)=C\c1ccccc1	0.8%	-39%	i	-38%	-2%	-1%	1.7%	0.2	-51%	-11%
30	Cc1cc(Cl)ccc1OCC(=O)NCC(=O)N/N=C/c1ccco1	-2.4%	-32%	i	3%	2%	2%	-0.4%	0.4	-10%	-4%

# The list goes on; it opens with the two that closed the last part.
cpd	Molecule	HIV peptide binding	NOD1 inhibition	Myeloid diff MLP	NOD2 inhibition	LYP phosphatase	Siah-1 displacement	KOR beta-arrestin-1	Myeloid diff MLP GFP+ MAC1+ %	KOR beta-arrestin-2	PhoP inhibition
29	CC(/C=N/NC(=O)c1cccnc1)=C\c1ccccc1	0.8%	-39%	i	-38%	-2%	-1%	1.7%	0.2	-51%	-11%
30	Cc1cc(Cl)ccc1OCC(=O)NCC(=O)N/N=C/c1ccco1	-2.4%	-32%	i	3%	2%	2%	-0.4%	0.4	-10%	-4%
31	CC(C)(C)C1=CC(=O)C(N2CCOCC2)=CC1=O	3.0%	4%	?	15%	-4%	2%	-3.5%	.	35%	-3%
32	COc1cc(OC)cc(C(=O)NN2CCCCC2)c1	-1.0%	-16%	i	-6%	-2%	2%	-4.2%	0.7	7%	-6%
33	CCCn1c(SCC(=O)Nc2ccccc2Oc2ccccc2)n[nH]c1=O	-3.9%	26%	i	11%	-8%	0%	1.0%	1.2	15%	-5%
34	Cc1onc(-c2c(F)cccc2Cl)c1C(N)=S	1.9%	-13%	i	-3%	-6%	4%	-2.5%	0.7	-5%	1%
35	CCOc1ccc(/C=C2/SC(=S)N(C(C(=O)O)c3ccccc3)C2=O)cc1OCC (stereo not given)	56%*	25%	.	5%	-1%	-2%	4.9%	.	-35%	1%
36	COc1cc(/C=N/NC(=O)COc2ccc([N+](=O)[O-])cc2)ccc1OCC(=O)N1CCOCC1	0.4%	-28%	i	6%	3%	12%	1.6%	0.5	20%	1%
37	Cc1ccc(C(=O)N/N=c2\oc3ccccc3cc2C(N)=O)cc1	-0.7%	-5%	i	10%	-7%	2%	3.9%	0.7	18%	8%
38	NC(=O)c1cc2cc(Cl)ccc2o/c1=N/NC(=O)c1cccs1	3.4%	-1%	i	-17%	-2%	-2%	-0.4%	0.2	11%	-1%
39	CC(=O)c1c(C)nc(-c2ccc(OCC(=O)Nc3cccc(C)c3C)cc2)n1O	3.9%	-19%	i	2%	4%	6%	3.2%	0.7	12%	-12%
40	O=C(Cc1ccccc1)Nc1cccc(-c2nc3ncccc3o2)c1	1.9%	8%	i	13%	-10%	-1%	-1.9%	0.6	18%	-2%
41	Cc1oncc1C(=S)Nc1ccccc1	1.4%	-18%	i	-5%	4%	2%	1.0%	6.9	6%	7%
42	Cc1ccc(NC(=O)CSC2=NN3CCCC(=O)N=C3S2)c(C)c1	-0.2%	-12%	i	0%	-7%	17%	-3.2%	2.0	-11%	-8%
43	Cc1c(Cl)cccc1N1CC(C(=O)Nc2nccs2)CC1=O (stereo not given)	-0.7%	-6%	i	3%	0%	3%	2.5%	0.9	2%	10%
44	Nc1c(N2CCOCC2)cc(Cl)c2nonc12	-2.0%	20%	i	13%	-10%	7%	3.9%	1.4	-22%	1%
45	Cc1ccc(CN2CCC(n3nccc3NC(=O)c3ccccc3C)CC2)o1	-0.4%	-22%	i	-8%	1%	-4%	1.8%	1.4	-10%	-10%
46	COc1ccccc1CNC(=O)CN1CCN(S(=O)(=O)c2cccs2)CC1	1.1%	-22%	i	-4%	-1%	3%	-2.6%	0.7	25%	3%
47	COc1cccc(/C=C2/C(=O)NN(c3ccc(C)c(C)c3)C2=O)c1	39%	18%	i	-14%	-6%	-2%	2.8%	0.4	-51%[20 µM]	7%
48	Cc1cc(-c2ccccc2)nc2[n+]1CCN2C	-2.4%	-1%	i	6%	1%	5%	-11%	10	-1%	2%
49	Cn1c(C(=O)NCC2CCCO2)cc2c(=O)n3ccccc3nc21 (stereo not given)	-2.8%	7%	i	2%	-17%	4%	4.3%	1.1	-4%	13%
50	CC(C)N(Cc1ccccc1)C(=O)COC(=O)c1ccc2c(c1)OCCO2	0.6%	-7%	i	11%	-6%	-1%	-3.4%	0.9	-2%	6%
51	CCOC(=O)C/C(C)=N/NC(=O)c1cccs1	0.5%	-25%	i	7%	0%	5%	1.7%	9.4	3%	-13%
52	COc1ccc(Nc2nc(N3CCN(S(C)(=O)=O)CC3)nc3ccccc23)c(OC)c1	2.1%	-16%	i	23%	-10%	8%	-0.4%	0.2	-62%[20 µM]	5%
53	c1ccc(CSc2nnc3ccc(-c4cccs4)nn23)nc1	-1.0%	-55%	i	0%	-3%	-7%	-1.1%	0.9	-2%	2%
54	CC(C)n1c(=S)[nH]c2cc(Cl)ccc21	2.0%	-5%	i	5%	-3%	5%	3.1%	0.8	8%	-4%
55	COc1ccc(N2CCN(C(=O)c3ccc(CNc4c(N5CCOCC5)c(=O)c4=O)cc3)CC2)cc1	1.2%	-17%	i	6%	-10%	-3%	-4.8%	2.1	-4%[20 µM]	.
56	CCN(CC)CCCNc1nc(N)c([N+](=O)[O-])c(N2CCCCCC2)n1	0.8%	-2%	i	4%	-4%	4%	-3.2%	0.4	12%	3%
57	O=C(Nc1ccc2c(c1)oc1ccccc12)c1ccc2c(c1)OCO2	-0.9%	-28%	i	-18%	-5%	-2%	8.7%	0.8	-12%	-5%
58	COC(=O)c1sc(NC(=O)c2csc3c2CCCC3)nc1C	2.0%	-48%	i	-65%	6%	2%	-4.2%	10	18%	-4%
59	COc1ccccc1-c1nnc(NC(=O)C(C)SC2=NCCS2)s1 (stereo not given)	-1.9%	-17%	i	16%	1%	2%	1.1%	2.9	7%	6%
60	Cc1cc(C)c(S(=O)(=O)N2CCCCC2)cc1N(C)S(=O)(=O)c1ccc(Cl)cc1	-0.6%	0%	i	8%	9%	4%	0.5%	0.8	-24%	-14%
61	O=C1CCC(=O)N1CCSC(=S)N1CCSCC1	0.8%	6%	i	22%	-12%	17%	-0.4%	1.4	0%	-5%

# Bioassay records deposited in PubChem BioAssay by several laboratories.
